Screens as filed in PubChem BioAssay.
Neddyl block: cullin neddylation inhibition; TR-FRET cullin neddylation, biochemical; calls only at 25 µM; hit rate 0.58% among 360,000; AID 651699; in the data active = inhibition above about 36%
Tb MetRS inh: blocks T. brucei methionyl-tRNA synthetase activity. hit rate 0.4% among 360,000. purified T. brucei MetRS, ATP depletion, Kinase-Glo luminescence. inhibition, % at 11.9 µM. AID 624268;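 active = inhibition above a per-plate cutoff of the control wells' mean inhibition plus 3 SD, cut at about 5.5% in these data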;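 note: 0% = DMSO wells median and 100% = median of wells with control inhibitor compound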
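Test system: purified T. brucei MetRS enzyme. Also added: ATP, methionine and E. coli bulk tRNA substrates. Compound: 11.9 µM single point. Schedule: 15 min enzyme-compound preincubation, 2 h reaction, 10 min detection, 25 °C. Signal: luciferase luminescence of residual ATP, Kinase-Glo. Evaluation: percent inhibition versus plate control medians. Controls: DMSO wells, low control.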
DNMT1 block: DNMT1 (human) enzyme inhibition; DNMT1 molecular beacon, Hinp1I cleavage, fluorescence; AID 588458; hit rate 0.83% among 360,000; P26358; inhibition (reported as % activation of signal), % at 10 µM; in the data active = inhibition above about 50%
Target sequence (P26358 504-1616 limits assumed): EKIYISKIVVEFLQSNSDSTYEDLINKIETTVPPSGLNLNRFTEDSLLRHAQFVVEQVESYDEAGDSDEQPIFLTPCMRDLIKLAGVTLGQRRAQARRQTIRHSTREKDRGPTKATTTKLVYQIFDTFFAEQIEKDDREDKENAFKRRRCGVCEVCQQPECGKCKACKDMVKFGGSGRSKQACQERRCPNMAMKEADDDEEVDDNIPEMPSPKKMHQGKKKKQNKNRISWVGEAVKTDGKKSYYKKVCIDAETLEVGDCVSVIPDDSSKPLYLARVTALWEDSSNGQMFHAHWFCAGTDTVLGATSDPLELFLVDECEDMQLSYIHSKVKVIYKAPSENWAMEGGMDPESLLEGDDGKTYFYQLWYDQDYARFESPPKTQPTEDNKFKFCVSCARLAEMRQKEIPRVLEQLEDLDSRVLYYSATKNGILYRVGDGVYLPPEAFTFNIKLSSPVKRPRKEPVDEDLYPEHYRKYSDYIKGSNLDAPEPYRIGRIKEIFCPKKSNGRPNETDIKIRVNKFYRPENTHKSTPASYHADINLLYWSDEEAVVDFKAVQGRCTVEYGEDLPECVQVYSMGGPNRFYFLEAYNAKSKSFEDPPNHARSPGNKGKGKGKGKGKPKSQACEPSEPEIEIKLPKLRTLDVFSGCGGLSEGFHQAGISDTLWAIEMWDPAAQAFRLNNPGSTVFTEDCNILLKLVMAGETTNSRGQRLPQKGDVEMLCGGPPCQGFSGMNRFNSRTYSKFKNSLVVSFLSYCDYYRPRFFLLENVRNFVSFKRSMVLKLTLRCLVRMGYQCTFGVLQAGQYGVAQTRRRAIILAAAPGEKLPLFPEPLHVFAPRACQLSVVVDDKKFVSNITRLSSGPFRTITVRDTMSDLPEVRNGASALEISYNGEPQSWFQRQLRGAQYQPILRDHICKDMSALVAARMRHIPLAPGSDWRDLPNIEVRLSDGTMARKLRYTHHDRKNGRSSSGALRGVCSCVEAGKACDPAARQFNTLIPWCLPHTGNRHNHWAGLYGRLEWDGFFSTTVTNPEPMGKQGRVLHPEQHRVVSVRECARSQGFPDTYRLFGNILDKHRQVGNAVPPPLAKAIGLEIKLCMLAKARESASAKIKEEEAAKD
Scp1 inh: Scp-1 (human) phosphatase inhibition | Recombinant Scp1, phosphopeptide, malachite green phosphate absorbance | inhibition, % at 20 µM | hit rate 0.88% among 340,000 | AID 493091;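 active = inhibition above about 50% at 20 µM, limit read from the data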;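 note: plate controls were DMSO wells with enzyme for no effect and wells lacking enzyme for full effect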
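Incubation: 45 min enzyme reaction at room temperature / System: truncated SCP-1 phosphatase (76-261aa) / Reagent: Phospho 17-mer peptide substrate / Buffer or medium: Acidic Tris acetate buffer with magnesium and detergent / Signal: absorbance at 630 nm / Doses: one concentration, 20 µM, with 1.0% DMSO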
LMPTP block: LMPTP (human) inhibition; AID 651560; inhibition, % at 20 µM; hit rate 0.22% among 360,000; P24666; recombinant LMPTP-A, OMFP fluorogenic substrate, fluorescence intensity;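 active = compounds that cut the enzyme signal by at least half of the control window in the single-dose screen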;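 note: plate controls were DMSO wells with enzyme plus substrate for no effect and substrate without enzyme for full effect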
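Test system: LMPTP-A phosphatase enzyme; input: 0.625 nM LMPTP-A final; reagent: OMFP substrate, 400 µM final; compound dosing: 20 µM single dose, 3% DMSO; incubation: 50 min dark incubation at room temperature; measured by: endpoint fluorescence intensity from OMFP dephosphorylation; measure: % inhibition relative to no-enzyme and uninhibited control wells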
SKN-1 inh: C. elegans SKN-1 inhibition | C. elegans VP596 Pgst-4::GFP/RFP ratio, acrylamide-induced, 24 h | inhibition, % at 21.8 µM | hit rate 0.49% among 360,000 | AID 624304;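 active = interference check ratio from 0.5 to 1.5 plus GFP to RFP signal ratio inhibition reaching or exceeding a fixed threshold, cut at about 30% in these data, passing the limit was not always enough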; note: some compounds called inactive have numbers as strong as hits
NadD block: NadD (S. aureus) enzyme inhibition. hit rate 0.78% among 360,000. inhibition, % at 20 µM. purified NadD enzyme, colorimetric absorbance read-out; in the data active = inhibition above about 26%; note: some compounds past the cut are filed as inactive
SUMO1-SIM PPI: SUMO1-SIM interaction modulation; inhibition, % at 20 µM; P63165; hit rate 0.33% among 360,000; AID 602429; SUMO1 binding to a labelled peptide, TR-FRET, 1 h; in the data active = inhibition above about 37%
STEP inh: blocks human striatal-enriched tyrosine phosphatase; AID 588621; recombinant STEP, OMFP fluorogenic substrate, fluorescence; hit rate 0.25% among 360,000; inhibition, % at 20 µM; P54829;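 active = inhibition at 20 µM, scaled per plate between control wells, above about 37%, limit read from the data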;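 note: 0% = DMSO with enzyme and substrate and 100% = substrate only without enzyme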
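material = STEP tyrosine phosphatase | reagent = fluorogenic phosphatase substrate OMFP at 25 µM final | doses = single compound dose of 20 µM, 1% DMSO final | schedule = 20 min reaction, room temperature, in the dark | measured by = fluorescence, 480/540 nm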
CendR NRP1 mod: alters CendR peptide binding to human NRP-1; hit rate 0.85% among 360,000; FAM-RPARPAR peptide binding to NRP-1, fluorescence polarization; AID 602438; inhibition, % at 25 µM; O14786;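 active = inhibition or corrected inhibition above about 18%, plus a signal ratio from 0.5 to 1.5, limit read from the data, passing the limit was not always enough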; note: strong numbers were not always called active
The depositor's hits bear a star; i = inactive; nt = not tested or not shown.

The line under a structure holds: Neddyl block | Tb MetRS inh | DNMT1 block | Scp1 inh | LMPTP block | SKN-1 inh | NadD block | SUMO1-SIM PPI | STEP inh | CendR NRP1 mod
- O=C(NCc1ccccc1)C1CCC(CNS(=O)(=O)c2cccs2)CC1 (centres undefined)
→ i | -0.6 | 1.8 | -4.4 | 0.8 | -11.6 | -6.5 | 5.9 | 1.7 | 0.2
- Cc1cccc(N=Nc2c(C)nn(-c3ccccc3)c2N)c1C
→ i | 0.2 | -5.7 | -6.7 | 4.3 | 3.8 | -5.2 | -21.0 | 1.2 | -2.2
- CCc1cccc(OCCOCCN2CCCC2)c1
→ i | 0.4 | 0.6 | -9.2 | -8.7 | 4.3 | -0.3 | -1.6 | 0.6 | -6.8
- COc1cc(NC(=O)C2CSC3(C)CCC(=O)N23)c(OC)cc1Cl (centres undefined)
→ i | -0.5 | 3.0 | -7.6 | -1.8 | -2.3 | -2.2 | 3.3 | -1.9 | -16.7
- C[C@H](CO)N1C[C@H](C)[C@@H](CN(C)S(=O)(=O)c2cccs2)Oc2c(NC(=O)CCC(F)(F)F)cccc2C1=O
→ i | -0.7 | -2.1 | -3.5 | 0.3 | -2.9 | 3.5 | 5.7 | 2.4 | 3.2
- CCC[C@@H](CN1CCC[C@H]1CN1C(N)=NC[C@@H]1Cc1ccccc1)N1C[C@@H](Cc2ccccc2)N(CCCC2CCCC2)C1=N
→ i | 0.4 | 3.4 | 14.3 | 40.5 | 8.5 | 13.3 | -71.2 | 3.5 | 9.0
- Cc1nc2c(=O)n(-c3ccc(F)c(Cl)c3)nc(C)c2s1
→ i | -0.2 | 4.8 | -5.1 | -0.2 | 14.1 | 3.2 | -0.3 | -1.0 | 7.4
- CCCCn1c(N)c(N(CCC(C)C)C(=O)CCCc2nc3ccccc3s2)c(=O)[nH]c1=O
→ i | -0.2 | 1.8 | -2.0 | 0.2 | 10.9 | 1.3 | -5.8 | 0.1 | -6.3
- COc1ccc(CCC(=O)NCc2cnn(C)c2)cc1
→ i | 0.4 | 6.0 | -4.1 | 0.0 | -0.3 | -3.7 | 0.8 | -9.2 | 3.4
- O=C(N/N=C1\CC2CC=CC12)c1ccccc1Cl (centres undefined)
→ i | -1.8 | 11.4 | -2.5 | 0.8 | -8.2 | -5.2 | -2.0 | -4.6 | 16.7
- Cc1ccc(OCC(=O)N2CCc3ccccc3C2)c([N+](=O)[O-])n1
→ i | -0.2 | 3.7 | 4.2 | 0.6 | -19.7 | 0.8 | -13.5 | -2.9 | 5.0
- Cc1noc(NS(=O)(=O)c2ccc(NC(=O)c3cccc(S(=O)(=O)Nc4ccccc4F)c3)cc2)c1C
→ i | -0.1 | 0.9 | -15.2 | -0.4 | -3.3 | -1.4 | 15.4 | -1.0 | -11.1
- Cc1ccc(-c2cc(C(=O)N/N=C/c3c(C)nn(C)c3C)c3ccccc3n2)cc1C
→ i | -0.6 | -9.2 | -0.4 | 2.7 | 20.8 | -3.9 | 0.6 | -2.4 | -3.5
- O=c1cc(-c2ccccc2Cl)oc2c([N+](=O)[O-])c(O)cc(O)c12
→ i | -0.4 | 2.1 | -8.1 | 1.5 | -8.5 | 0.3 | -5.3 | 1.1 | -38.4
- O=C(Cc1nnc(NC(=O)c2cccc([N+](=O)[O-])c2)s1)NCc1ccccc1
→ i | -0.3 | -1.9 | -12.6 | 0.0 | -22.0 | -6.0 | -19.4 | 4.3 | -8.0
- CC1(Cc2cc(Cl)ccc2C(F)(F)F)C(=O)Nc2c(Cl)cccc21 (centres undefined)
→ i | -0.1 | 20.0 | nt | -0.9 | -12.0 | -7.1 | -0.4 | 1.0 | 8.9
- Cc1nc(NC(=O)CN2CCC(O)(c3ccc(F)cc3)CC2)sc1C
→ i | -0.3 | -0.4 | -10.6 | 0.4 | -0.9 | -1.8 | -0.6 | -4.7 | -13.4
- CNC(=S)N1CCC(n2cnc3ccccc32)CC1
→ i | 0.2 | 2.8 | -6.5 | 0.5 | 7.4 | -3.4 | 0.4 | -0.6 | 1.8
- CC(C)(C)NC(=O)C(=O)NNC(=O)c1ccccc1
→ i | -0.3 | -0.3 | 3.3 | -0.9 | 4.0 | -3.3 | 0.0 | -2.2 | 3.2
- CC(=O)c1ccc(N2CCN(CN3C(=O)CC4(CCCC4)C3=O)CC2)c(F)c1
→ i | -0.3 | -0.8 | -3.0 | -0.7 | -22.2 | -1.0 | 0.5 | -2.1 | -1.6
- O=C(c1cc2ccccc2o1)N1CCN(S(=O)(=O)c2ccc(Cl)s2)CC1
→ i | -0.3 | -0.6 | -6.8 | 3.1 | 7.6 | -4.5 | 0.2 | -0.7 | -4.6
- CCN(CC)C(=O)c1ncn(Cc2ccccc2)c1C(=O)N(CC)CC
→ i | -0.2 | 4.5 | -8.6 | -1.8 | 2.5 | -3.1 | 2.5 | -3.1 | 7.0
- Cc1nc2c(O)cccc2cc1CO
→ i | 0.5 | -3.3 | -11.0 | 1.1 | 8.0 | -4.3 | -3.3 | 0.6 | 10.5
- Cc1ccc(CN2CCN(CC(=O)N/N=C/c3ccccc3F)CC2)cc1
→ i | 0.2 | 0.9 | -7.0 | -1.1 | 3.8 | 2.5 | -4.9 | -1.5 | 4.1
- Cc1cc(=O)c(C(=O)Nc2ccc(N3CCOCC3)cc2N2CCOCC2)nn1-c1ccccc1Cl
→ i | -0.3 | 20.6 | 5.3 | -0.6 | 8.8 | -0.1 | -12.8 | 0.0 | 9.2
- COc1ccccc1-c1cc(NC(C)=O)c2ncc(-c3ccc(S(C)(=O)=O)cc3)n2c1
→ nt | -0.3 | -1.5 | nt | 0.7 | 16.1 | -1.6 | -8.4 | -1.7 | -16.3
- CS(=O)(=O)Nc1cccc(C2=NN(C(=O)c3cccc(F)c3)C(c3cccs3)C2)c1 (centres undefined)
→ i | -1.0 | -0.2 | -12.8 | 0.7 | -2.4 | -8.7 | -7.7 | -2.0 | 9.7
- CCOC(=O)/C(C#N)=C\c1ccc(N2CCN(C/C=C/c3ccccc3)CC2)cc1
→ i | -0.6 | -12.3 | 2.7 | 7.5 | 18.4 | 2.7 | 0.5 | 4.8 | -68.1
- COc1ccc(C2CC(c3ccc4ccccc4c3)=NN2C(=O)CSc2ncccn2)cc1 (centres undefined)
→ i | 0.4 | -15.0 | -10.5 | 3.1 | 9.8 | 11.6 | 12.8 | 5.4 | -44.7
- CCN1C(=O)c2ccc(C(=O)NCc3ccc4c(c3)OCO4)cc2C1=O
→ i | -0.9 | 2.7 | -7.3 | -0.3 | -24.8 | -1.5 | -17.9 | -1.2 | 3.2
- O=C(COC(=O)c1ccc(F)c(S(=O)(=O)N2CCOCC2)c1)NC1CC1
→ i | -0.4 | 0.8 | -10.4 | -1.5 | 11.7 | -2.0 | -1.8 | 1.3 | 13.2
- Cn1c(Br)nc2c1c(=O)n(Cc1ccccc1)c(=O)n2C
→ i | -1.0 | 11.6 | -12.3 | 0.9 | 21.2 | -2.9 | 8.6 | 15.4 | 8.3
- CCOC(=O)Cn1c(-c2cccnc2Cl)nc2cc(C)c(C)cc21
→ i | -0.1 | 13.8 | 0.0 | -0.4 | -6.1 | -1.9 | -3.4 | 1.1 | -0.1
- Cc1cc(C)n2nc(C(=O)OCC(=O)N(C)C3CCS(=O)(=O)C3)nc2n1 (centres undefined)
→ i | 0.4 | 4.1 | -8.1 | -0.7 | -2.7 | -1.7 | -5.9 | -1.6 | 5.2
- CC(C)(C)NC(=O)NC(=O)CN1CCCCC1
→ i | -0.7 | 4.9 | 0.9 | 1.0 | 6.4 | -2.5 | -1.7 | -2.4 | 0.7
- Nc1ccc(C(=O)c2ccc3c(c2)OCCO3)cc1N
→ i | -0.3 | -16.2 | -2.7 | 0.5 | 13.1 | -1.3 | -5.6 | 4.1 | -11.5
- COc1ccc(C2(O)CCN(C(=O)c3ccc4c(c3)OCO4)CC2)cc1
→ i | -0.6 | 3.4 | -6.1 | -1.6 | -16.6 | -3.2 | 1.0 | 0.0 | 5.4
- CCOc1ccc(-c2cnc(N)n2C)cc1
→ i | 0.0 | 0.1 | -8.3 | -0.3 | -1.2 | -2.3 | -2.5 | 1.2 | 5.4
- CSc1ccc(Cl)c(C(=O)NCC(C)C)c1
→ i | -0.5 | -2.6 | -5.5 | -3.3 | 7.7 | -0.7 | 2.6 | -1.5 | 6.6
- CCOc1ccc(C2/C(=C(\O)c3ccc4c(c3)OCCO4)C(=O)C(=O)N2CCN2CCOCC2)cc1OCC (centres undefined)
→ i | -0.3 | -0.9 | -6.2 | -1.1 | 14.0 | -2.3 | -6.3 | -0.2 | -1.5

The last four compounds of the part above are carried over, then new ones follow:
The line under a structure holds: Neddyl block | Tb MetRS inh | DNMT1 block | Scp1 inh | LMPTP block | SKN-1 inh | NadD block | SUMO1-SIM PPI | STEP inh | CendR NRP1 mod
- COc1ccc(C2(O)CCN(C(=O)c3ccc4c(c3)OCO4)CC2)cc1
→ i | -0.6 | 3.4 | -6.1 | -1.6 | -16.6 | -3.2 | 1.0 | 0.0 | 5.4
- CCOc1ccc(-c2cnc(N)n2C)cc1
→ i | 0.0 | 0.1 | -8.3 | -0.3 | -1.2 | -2.3 | -2.5 | 1.2 | 5.4
- CSc1ccc(Cl)c(C(=O)NCC(C)C)c1
→ i | -0.5 | -2.6 | -5.5 | -3.3 | 7.7 | -0.7 | 2.6 | -1.5 | 6.6
- CCOc1ccc(C2/C(=C(\O)c3ccc4c(c3)OCCO4)C(=O)C(=O)N2CCN2CCOCC2)cc1OCC (centres undefined)
→ i | -0.3 | -0.9 | -6.2 | -1.1 | 14.0 | -2.3 | -6.3 | -0.2 | -1.5
- C=CCOc1ccc(C(c2c(C)n(C)n(-c3ccccc3)c2=O)c2c(C)n(C)n(-c3ccccc3)c2=O)cc1
→ i | -0.3 | -1.8 | 13.5 | -0.1 | 8.6 | 10.4 | -1.9 | -0.9 | 2.9
- COc1ccc(-n2cnc3cc(NCc4cccs4)ccc32)cc1
→ i | 1.2 | -18.1 | -7.0 | 0.5 | -8.1 | 1.5 | -6.4 | 2.4 | -8.8
- COc1ccc(CNC(=O)Cc2csc(NC(=O)Nc3ccccc3OC)n2)cc1
→ i | -0.2 | -10.7 | -3.9 | 0.4 | 6.3 | 4.6 | -0.2 | -0.2 | 0.4
- O=C(N/N=C/c1ccco1)c1ccc(NC(=O)C2CC2)cc1
→ i | -0.7 | 0.9 | 10.7 | 1.0 | 12.2 | -3.4 | -9.0 | 1.5 | 0.7
- CCC(=O)N1c2ccccc2NC2=C(C(=O)CCC2)C1c1ccccc1 (centres undefined)
→ i | -1.2 | 1.1 | -3.0 | -0.4 | 17.6 | 2.4 | 2.8 | -2.1 | 4.1
